TbREL1 inh: TbREL1 RNA ligase inhibitors, primary screen, biochemical, FRET fluorescence. TbREL1 RNA ligation. inhibition, % at 9.66 µM. actives 0.49% (n = 89,000). AID 1117264, 2014;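 active = inhibition above the mean inhibition across all screened compounds plus 3 SD, cut at about 11% in these data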;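 note: 0% = plate median of test wells and 100% = NSC42067 control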
Target sequence (P86926 whole entry, looked up): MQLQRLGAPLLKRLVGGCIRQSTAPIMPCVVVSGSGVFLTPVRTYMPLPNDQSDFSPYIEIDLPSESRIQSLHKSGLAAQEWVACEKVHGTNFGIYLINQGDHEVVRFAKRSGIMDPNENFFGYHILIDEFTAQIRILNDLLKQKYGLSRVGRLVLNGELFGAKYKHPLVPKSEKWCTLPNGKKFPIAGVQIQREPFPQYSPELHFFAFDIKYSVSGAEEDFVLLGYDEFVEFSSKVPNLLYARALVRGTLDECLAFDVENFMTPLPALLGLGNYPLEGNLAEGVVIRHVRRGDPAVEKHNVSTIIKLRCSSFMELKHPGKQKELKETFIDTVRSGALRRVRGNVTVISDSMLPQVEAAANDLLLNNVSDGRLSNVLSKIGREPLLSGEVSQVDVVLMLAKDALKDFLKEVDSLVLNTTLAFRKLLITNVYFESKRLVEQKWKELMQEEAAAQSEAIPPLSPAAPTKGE
Starred values were filed as active, the others as inactive. These rows are one share of the data (hit frequency here may not be typical).

CN(Cc1ccc(Cl)c(Cl)c1)C(C(=O)NCc1ccccc1)c1ccc(C(F)(F)F)cc1 (configuration not stated)
  TbREL1 inh = 1

CCOC(=O)c1nnn(-c2nonc2N)c1CN(C)C1CCCCC1
  TbREL1 inh = -3

CCOC(=O)C(C(=O)Nc1ccccn1)C1CCCCC1 (configuration not stated)
  TbREL1 inh = 2

C[C@@H]1CN([C@H](C)CO)C(=O)c2cccc(NC(=O)c3ccncc3)c2O[C@@H]1CN(C)Cc1ccc(C(=O)O)cc1
  TbREL1 inh = 0

Cc1cc(=O)oc2cc(OCC(=O)Nc3nnc(CC(C)C)s3)ccc12
  TbREL1 inh = 7

CC1CCN(c2ccc(C(=O)O)cc2NS(=O)(=O)c2ccc(F)cc2)CC1
  TbREL1 inh = -4

O=C1C2C3C=CC(C3)C2C(=O)N1c1ccc(S(=O)(=O)Nc2nccs2)cc1 (configuration not stated)
  TbREL1 inh = 0

COc1ccc(OCC(=O)NCC(c2cccs2)N2CCOCC2)cc1 (configuration not stated)
  TbREL1 inh = 4

C[C@H](CO)N1C[C@H](C)[C@H](CN(C)C(=O)c2ccccc2)OCc2cnnn2CCCC1=O
  TbREL1 inh = 1

O=C(CSc1ccccn1)N1CCCC(Nc2ccc(F)c(F)c2)C1 (configuration not stated)
  TbREL1 inh = -4

O=C(Nc1cnn(Cc2c(Cl)cccc2Cl)c1)C(c1ccccc1)c1ccccc1
  TbREL1 inh = 0

CCCCC(=O)Nc1ccc2c(c1)nc(CCN1CCOCC1)n2C
  TbREL1 inh = 2

CCCOc1ccc2cc(C(=O)NCc3ccccc3)c(=O)oc2c1
  TbREL1 inh = 2

CCC(=O)OCCCN1CCC2(CCCCC2)C1=O
  TbREL1 inh = -1

CCCCN1C(=O)c2ccccc2NC1c1ccc(OC)c(COc2ccc(NC(C)=O)cc2)c1 (configuration not stated)
  TbREL1 inh = -2

Exported as a markdown table: part of the list above
| compound | TbREL1 inh |
| --- | --- |
| Cc1cc(=O)oc2cc(OCC(=O)Nc3nnc(CC(C)C)s3)ccc12 | 7 |
| CC1CCN(c2ccc(C(=O)O)cc2NS(=O)(=O)c2ccc(F)cc2)CC1 | -4 |
| O=C1C2C3C=CC(C3)C2C(=O)N1c1ccc(S(=O)(=O)Nc2nccs2)cc1 (configuration not stated) | 0 |
| COc1ccc(OCC(=O)NCC(c2cccs2)N2CCOCC2)cc1 (configuration not stated) | 4 |

A draw from above in order of molar mass, high to low:
C[C@@H]1CN([C@H](C)CO)C(=O)c2cccc(NC(=O)c3ccncc3)c2O[C@@H]1CN(C)Cc1ccc(C(=O)O)cc1
  TbREL1 inh = 0

CN(Cc1ccc(Cl)c(Cl)c1)C(C(=O)NCc1ccccc1)c1ccc(C(F)(F)F)cc1 (configuration not stated)
  TbREL1 inh = 1

O=C1C2C3C=CC(C3)C2C(=O)N1c1ccc(S(=O)(=O)Nc2nccs2)cc1 (configuration not stated)
  TbREL1 inh = 0

CC1CCN(c2ccc(C(=O)O)cc2NS(=O)(=O)c2ccc(F)cc2)CC1
  TbREL1 inh = -4

COc1ccc(OCC(=O)NCC(c2cccs2)N2CCOCC2)cc1 (configuration not stated)
  TbREL1 inh = 4

CCCCC(=O)Nc1ccc2c(c1)nc(CCN1CCOCC1)n2C
  TbREL1 inh = 2

Additional structures.
COc1ccc([C@H]2C[C@@H](O)[C@H](n3cc(C4CC4)nn3)CN2C(=O)c2cccs2)cc1
  TbREL1 inh = 0

COc1cccc(/C=N/NC(=O)CCc2c(C)n[nH]c2C)c1O
  TbREL1 inh = 1

CS(=O)(=O)N1CCN(C/C=C/c2ccccc2)CC1
  TbREL1 inh = 1

COc1cccc(-n2c(SCC(=O)Nc3nccs3)nnc2-c2ccoc2C)c1
  TbREL1 inh = 1

CCOC(=O)CCCNC(=O)OC1CC2CC1[C@H]1CCCCN1[C@H]2Cc1ccccc1 (some centres not stated)
  TbREL1 inh = -5

O=c1c2c(-c3ccccc3)csc2ncn1/N=C/c1ccc(O)c([N+](=O)[O-])c1
  TbREL1 inh = -1

CN(C)Cc1ccc(-c2nc3cccc4c3n2CCNC4=O)cc1
  TbREL1 inh = 3

COc1ccc(Cn2cccc(NC(=O)Nc3cccc(C#N)c3)c2=O)cc1
  TbREL1 inh = 0

Clc1cccc(-c2ccnc3nc(-n4cccc4)nn23)c1
  TbREL1 inh = -1

C=Cc1ccc(Cn2c(C)c(C(=O)NCc3cccc(C(F)(F)F)c3)sc2=O)cc1
  TbREL1 inh = 0

C[C@H]1CCC(=O)N([C@H](CN=[N+]=[N-])Cc2ccccc2)CC1
  TbREL1 inh = -1

N#Cc1cnc(SCC(=O)c2ccccc2)nc1N
  TbREL1 inh = -2

Cc1ccccc1CSc1nnc(-c2cccs2)n1Cc1ccco1
  TbREL1 inh = -1

COc1cc(C(=O)Nc2cc(Cl)ccc2-n2cncn2)ccc1OC(F)F
  TbREL1 inh = -2

CC(NCCN(C)C)C(=O)C12CC3CC(CC(C3)C1)C2 (configuration not stated)
  TbREL1 inh = 3

CCOC(=O)c1cn(CC)c2cc(N3CCSCC3)c(F)cc2c1=O
  TbREL1 inh = 0

CCOc1ccccc1NC(=O)C(OC(=O)c1ccc(NC(=O)CC#N)cc1)c1ccccc1 (configuration not stated)
  TbREL1 inh = 1

Cc1nc2scc(C)n2c(=O)c1S(=O)(=O)N1CCN(c2ccc([N+](=O)[O-])cc2)CC1
  TbREL1 inh = -4

OCCN(CCO)c1ncnc2c1sc1nc(N3CCOCC3)c3c(c12)CCCC3
  TbREL1 inh = 1

CC1=NN(CCc2ccccn2)C(=O)CC1
  TbREL1 inh = 1

COCCN=C1N[C@@H](c2cccc(C(F)(F)F)c2)C(C(=O)OC)=C(C)N1Cc1ccccc1
  TbREL1 inh = 14*

COc1ccc(C(=O)Nc2nnc(C(F)(F)F)s2)cc1
  TbREL1 inh = 7

COc1ccc(/C=c2\s/c(=C\C(=O)C(C)(C)C)[nH]c2=O)cc1O
  TbREL1 inh = -1

Cc1ccc(NC(=O)c2nnn(-c3cc(C)cc(C)c3)c2N)cc1
  TbREL1 inh = 0

COc1ccc(NC(=O)c2cccc(S(=O)(=O)N3CCc4ccccc43)c2)cn1
  TbREL1 inh = 2

CCc1nnc(NC(=O)C(CC)c2ccccc2)s1 (configuration not stated)
  TbREL1 inh = -1

COc1ccc(C)cc1NC(=O)CCc1ccc(S(=O)(=O)N2CCOCC2)cc1
  TbREL1 inh = -1

O=C(O)CCCNCc1ccccc1F
  TbREL1 inh = 2

CCOC(=O)c1cc(NC(=O)N(C(C)C)C(C)C)c(C)nc1C
  TbREL1 inh = -1

CCc1ccc(OCC(O)CN2CCN(CCO)CC2)cc1 (configuration not stated)
  TbREL1 inh = 3

Cc1noc(C)c1S(=O)(=O)N1CCC(C(=O)N(C)Cc2ccccc2)CC1
  TbREL1 inh = 1

FC(F)(F)c1cccc(N2CCN(C3=Nc4ccccc4Sc4ccccc43)CC2)c1
  TbREL1 inh = 6

CCCSc1nsc(NC(=O)CCC)n1
  TbREL1 inh = -1

CC1(C)Cc2ccccc2-c2nnc(SCC(=O)N3CCN(c4ccccc4)CC3)n21
  TbREL1 inh = 1

CCOC(=O)[C@]12CCC=C1N(Cc1ccc3c(c1)OCO3)C(=O)[C@H](CC(=O)N1CCCCC1)C2
  TbREL1 inh = -2

N#CCc1c(C#N)c(N)nc(N2CCCC(CO)C2)c1C#N (configuration not stated)
  TbREL1 inh = 3

COc1cc(-c2cc(N3C(=O)Nc4ccccc4N3O)n[nH]2)cc(OC)c1OC
  TbREL1 inh = 0

COc1ccc(S(=O)(=O)N2CCC(C(=O)NCCN3CCOCC3)CC2)cc1OC
  TbREL1 inh = 0

Cc1cccc(N(CC(=O)NCc2ccco2)C(=O)CCC(=O)Nc2nccs2)c1
  TbREL1 inh = 1

CC(C)C1OC2c3cccc4cccc(c34)C2N1c1ccccc1 (configuration not stated)
  TbREL1 inh = 1

c1csc(C2Nc3ccccc3-c3nc4ccccc4n32)c1 (configuration not stated)
  TbREL1 inh = 1

COCCn1c(SCC(=O)Nc2cc(C)on2)nnc1-c1ccco1
  TbREL1 inh = 1

O=C(COC(=O)c1ccccc1F)NNC(=O)c1ccccc1
  TbREL1 inh = -1

O=C(COc1nc2ccccc2nc1N1CCOCC1)N1CCc2ccccc21
  TbREL1 inh = 0

CS(=O)(=O)c1cc(N2CCOCC2)ccc1CNC[C@H]1O[C@@H](n2cnc3c(=O)[nH]c(N)nc32)[C@H](O)[C@@H]1O
  TbREL1 inh = 1

Given with values ahead of the structure: two of the compounds above.
TbREL1 inh,Molecule
1,COCCn1c(SCC(=O)Nc2cc(C)on2)nnc1-c1ccco1
-1,O=C(COC(=O)c1ccccc1F)NNC(=O)c1ccccc1

(list continues)
COC(=O)Cn1cnc2ccccc2c1=O
  TbREL1 inh = 1

O=c1[nH]c2cccc(Cl)c2n(CCNc2ncc(C(F)(F)F)cc2Cl)c1=O
  TbREL1 inh = 1

CCOc1ccccc1NC(=O)c1ccc2nccnc2c1
  TbREL1 inh = 2

Cc1cccc(OCCCC(=O)Nc2ccc(Cl)c(S(=O)(=O)N3CCOCC3)c2)c1
  TbREL1 inh = 1

CCSc1nc(-c2ccccc2)nc(C(Cl)Cl)n1
  TbREL1 inh = 9

C=CCOC(=O)c1sc(NC(=O)c2ccco2)nc1C
  TbREL1 inh = 0

COC(=O)[C@@]12C[C@@H](CC(=O)NCc3ccc(OC)c(OC)c3)C(=O)N(Cc3ccccc3)C1=CCC(C)(C)C2
  TbREL1 inh = 0

COc1ccccc1NC(=O)c1ccc2nsnc2c1
  TbREL1 inh = 1

CCN(CC)CCN1C(=O)C2C(C(=O)Nc3ccc(C(C)C)cc3)C3C=CC2(O3)C1C(=O)NC1CCCCC1 (configuration not stated)
  TbREL1 inh = 5

O=C1C=C(c2ccoc2)N2CCC[C@H]2C1
  TbREL1 inh = 2

Cc1scc(C(=O)N/N=C/c2ccc([N+](=O)[O-])o2)c1C
  TbREL1 inh = -1

COc1ccc(Br)cc1/C=N/NC(=O)CNC(=O)/C=C/c1ccccc1
  TbREL1 inh = 7

Cc1ccccc1C(=O)N[C@H](C(=O)N1CCC[C@H]1C(=O)NCCc1ccccc1Cl)c1ccccc1
  TbREL1 inh = 1

COc1ccc(CCNC(=O)CNC(=O)Cn2ccc3ccccc3c2=O)cc1OC
  TbREL1 inh = -1

Cc1cccc(/C=C(\C(=O)C(=O)O)c2ccc3ccccc3n2)c1
  TbREL1 inh = 8

Molecules from the list above that contain two or more sulfur atoms (five):
O=C1C2C3C=CC(C3)C2C(=O)N1c1ccc(S(=O)(=O)Nc2nccs2)cc1 (configuration not stated)
  TbREL1 inh = 0

COc1cccc(-n2c(SCC(=O)Nc3nccs3)nnc2-c2ccoc2C)c1
  TbREL1 inh = 1

Cc1ccccc1CSc1nnc(-c2cccs2)n1Cc1ccco1
  TbREL1 inh = -1

Cc1nc2scc(C)n2c(=O)c1S(=O)(=O)N1CCN(c2ccc([N+](=O)[O-])cc2)CC1
  TbREL1 inh = -4

CCCSc1nsc(NC(=O)CCC)n1
  TbREL1 inh = -1

Later entries
COc1cc(C(=O)NCCc2ccccc2)ccc1OCC(=O)N1CCOCC1
  TbREL1 inh = -1

C[C@H]1COC(=O)[C@H](Cc2ccc(F)cc2)CC/C=C/C[C@@H](CC(=O)N[C@@H](CO)Cc2ccccc2)C(=O)N1
  TbREL1 inh = -1

Oc1ccc(-n2cccc2/C=N/n2cnnc2)cc1
  TbREL1 inh = 2

CCc1c(O)c(/C(C)=N\O)c(=O)n(-c2ccccc2)c1-c1ccccc1
  TbREL1 inh = -3

CC(C)C(=O)NC(=O)COC(=O)/C=C/c1cccs1
  TbREL1 inh = 2

CNC(=O)c1ccsc1NC(=O)CN1C(=O)CCC1=O
  TbREL1 inh = 0

CCCC(=O)Nc1ccc(N2CCN(C(=O)c3cc4ccccc4o3)CC2)cc1
  TbREL1 inh = -7

Cc1cccc2cc(CN(Cc3ccco3)C(=O)c3ccco3)c(=O)[nH]c12
  TbREL1 inh = 1

Cc1csc(=O)n1CC(=O)OCc1nnc(-c2ccc(Cl)cc2)o1
  TbREL1 inh = 2

O=C(NCc1ccco1)C12CN(Cc3ccccc3)CC1C(c1ccc([N+](=O)[O-])cc1)=NO2 (configuration not stated)
  TbREL1 inh = -1

CCOc1ccc(N2CC(C(=O)Nc3ccc(F)cc3F)CC2=O)cc1 (configuration not stated)
  TbREL1 inh = -1

Cc1cc(C(=O)NCCCOC(C)C)c2ccccc2n1
  TbREL1 inh = -2

COC(=O)c1ccc(NC(=O)Cc2ccccc2)cc1
  TbREL1 inh = 0

Cc1ccc(N2CC(C)Cn3c2nc2c3c(=O)n(CC(=O)OCc3ccccc3)c(=O)n2C)cc1C (configuration not stated)
  TbREL1 inh = -1

O=C1NCCN1CCN1CCC(c2cn(-c3ccc(F)cc3)c3ccc(Cl)cc23)CC1
  TbREL1 inh = 0

O=C(COC(=O)/C=C/c1ccc(Br)o1)NCCCN1CCCC1=O
  TbREL1 inh = 1

COCCN1C(=O)c2oc3ccccc3c(=O)c2C1c1ccc(OC)c(OC)c1 (configuration not stated)
  TbREL1 inh = 0

Cc1ccsc1/C=C1\SC(N)=NC1=O
  TbREL1 inh = -1

C=CCCC(=O)Nc1nc(C)c(-c2csc(Nc3ccc(Cl)cc3Cl)n2)s1
  TbREL1 inh = 0

Oc1ccc(/C=N/NC2=NCCCCC2)cc1
  TbREL1 inh = 0

COc1ccc(OC)c(C2C(C(=O)c3ccco3)=C(O)C(=O)N2CCN2CCOCC2)c1 (configuration not stated)
  TbREL1 inh = 0

O=C1CCC(=O)N1OCCCOc1ccccc1
  TbREL1 inh = -1

COc1ccc(NC(=O)C2CCCN(S(=O)(=O)c3ccccc3)C2)c(OC)c1 (configuration not stated)
  TbREL1 inh = -1

O=S(=O)(c1ccc(F)cc1)N1CCN(c2ccccc2)CC1
  TbREL1 inh = -1

COc1ccccc1CNC(=O)c1cc(-c2cc(Cl)ccc2C)n[nH]1
  TbREL1 inh = 2

CCn1c(=O)c(C(=O)CN(C)Cc2cccc(OC)c2OC)c(N)n(Cc2ccccc2)c1=O
  TbREL1 inh = 3

CC1CCC(NC(=O)CCN2C(=O)C3CC=CCC3C2=O)CC1 (configuration not stated)
  TbREL1 inh = -3

N#C/C(=N\O)c1nc(-c2ccccc2)cs1
  TbREL1 inh = 1

O=C(NCc1ccccc1F)c1ccc(S(=O)(=O)Nc2cccc(C(F)(F)F)c2)cc1
  TbREL1 inh = 1

From PubChem
